High-throughput results from PubChem BioAssay.
tim10-1 inh: tim10-1 yeast growth inhibition | S. cerevisiae tim10-1 ts strain growth, BacTiter-Glo, 24 h | inhibition, % at 20 µM | actives 2.2% (n = 330,000) | AID 463190;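 active means inhibition of at least 40%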;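 further: mutant grown at 25 °C; 0% = DMSO wells with yeast and 100% = wells holding no yeast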
tim23-1 inh: inhibits growth of tim23-1 mutant yeast; S. cerevisiae tim23-1 growth, BacTiter-Glo luminescence, 24 h; inhibition, % at 20 µM; actives 1.3% (n = 330,000); AID 463212;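 active means growth inhibition of the mutant yeast at or above 50%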;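 further: temperature-sensitive mutant grown at 25 °C; plate controls were DMSO-treated mutant yeast for no effect and medium wells lacking yeast for full effect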
NR3A LBD binder: modulates the human NR3A ligand-binding domain; NR3A LBD differential scanning fluorimetry, Tm shift; 0% = protein alone, 100% = glycine-bound protein; Tm shift relative to glycine control, % at 25 µM; actives 2.5% (n = 340,000); AID 1259313;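 active means melting temperature shift of at least 10% of the positive control shift, at one fixed dose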
CHOP UPR activ: apoptotic UPR (CHOP) activation; CHO-CHOP luciferase reporter, luminescence; percent of tunicamycin response over DMSO baseline; activation, % at 10 µM; actives 0.34% (n = 330,000);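 active means at 10 µM dose, activation of 40% or more, normalized to positive control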;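 further: 100% = tunicamycin at 10 µg/mL and 0% = DMSO alone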
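Test system: CHO-CHOP cells, stable luciferase reporter of PERK-eIF2a-CHOP signalling | Quantity: 500 CHO-CHOP cells per well | Buffer or medium: F12 plus 10% serum | Compound dosing: 10 µM single point, 0.5% DMSO | Schedule: 6 h compound treatment, 37 °C | Signal: Luciferase luminescence | Control set: Tunicamycin high control, DMSO low control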
UPR XBP1 act: activators of adaptive arm of unfolded protein response (XBP1) | CHO-XBP1 luciferase reporter, IRE1-XBP1 UPR activation, luminescence; percent of tunicamycin response, DMSO as zero | activation, % at 20 µM | actives 0.33% (n = 330,000);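 active means versus positive control, 20 µM dose yields 30% or more activation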;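 further: 100% = tunicamycin at 10 µg/mL and 0% = DMSO only wells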
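Material: CHO-XBP1 cells stably carrying IRE1-XBP1-driven luciferase reporter | Medium: F12 with 10% serum | Compound dosing: 20 µM single concentration, DMSO 1% | Incubation: Overnight seeding at 37 °C, 6 h compound treatment at 37 °C | Detection: Steady-Glo luminescence read | Read-out basis: % activation of reporter signal versus tunicamycin and DMSO controls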
Mdm2-MdmX inh: inhibitors of human Mdm2/MdmX interaction. O15151+Q00987. SaOS-2 split-luciferase Mdm2/MdmX complementation, luminescence. inhibition, % at 8 µM. actives 3% (n = 330,000). AID 485346;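 active means inhibition of at least 50% at 8 µM in the primary screen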
NALP3 yeast inh: blocks the NALP3 inflammasome reconstituted in yeast. Yeast reconstituted NLRP3/ASC/caspase-1, beta-gal luminescence, 24 h. inhibition, % at 10 µM. actives 0.39% (n = 330,000). AID 2825;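 active means inhibition of 50% or more; inactive means inhibition below 50%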;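 further: plate controls were induced DMSO wells for no effect and uninduced yeast grown without galactose for full effect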
TIM10 inh: TIM10 yeast growth inhibition. S. cerevisiae TIM10 strain growth, BacTiter-Glo luminescence, 24 h. inhibition, % at 10 µM. actives 1.4% (n = 330,000). AID 463195;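 active means inhibition of 40% or more at the single tested concentration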;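 further: wild-type TIM10 isogenic control strain grown at permissive 25 °C; 0% = DMSO yeast wells and 100% = minimal medium wells without yeast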
APJ ag: activates the human apelin receptor APJ | P35414 | CHO-K1 APJ PathHunter beta-arrestin, luminescence; 0% DMSO wells, 100% apelin | activation, % at 20 µM | actives 0.11% (n = 330,000);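 active means activation more than six SD over the plate average, tested at 20 µM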;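 further: 0% = DMSO alone and 100% = apelin-13 at 10 nM; some results filed as inactive read as strong as hits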
Target sequence (P35414 whole entry, looked up): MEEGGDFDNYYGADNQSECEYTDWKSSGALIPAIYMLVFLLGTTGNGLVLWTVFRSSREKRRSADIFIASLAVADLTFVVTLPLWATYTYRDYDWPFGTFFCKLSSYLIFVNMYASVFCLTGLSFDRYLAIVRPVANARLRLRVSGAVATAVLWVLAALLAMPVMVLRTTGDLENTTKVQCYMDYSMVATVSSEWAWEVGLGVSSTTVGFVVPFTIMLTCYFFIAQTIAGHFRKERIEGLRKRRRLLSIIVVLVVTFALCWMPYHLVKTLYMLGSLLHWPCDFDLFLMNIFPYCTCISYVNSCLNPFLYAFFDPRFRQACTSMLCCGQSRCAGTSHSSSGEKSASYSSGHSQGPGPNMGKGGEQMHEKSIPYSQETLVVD
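Test system – PathHunter CHO-K1 APJ (AGTRL-1) beta-arrestin reporter cells · Input – 1000 cells/well · Compound – single test compound dose, 20 µM final, 1% DMSO · Times – compound stimulation 90 min at 25 °C, detection 60 min · Technique – beta-gal luminescence · Read-out basis – APJ–arrestin association signal · Control set – negative DMSO alone, positive Apelin-13 at 10 nM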
Starred values were filed as active, the others as inactive; x = no result given; & = joins results of further samples.

SMILES	tim10-1 inh	tim23-1 inh	NR3A LBD binder	CHOP UPR activ	UPR XBP1 act	Mdm2-MdmX inh	NALP3 yeast inh	TIM10 inh	APJ ag
CCCCN(C)C(=O)CCC(=O)NNc1nc2ccccc2c2nc(C)nn12	-14	6	3	2.5	-2	-8	-5	13	-2
CC(c1nnc(SCC(=O)Nc2ccc3[nH]c(=O)[nH]c3c2)n1Cc1ccccc1)N(C)C (stereo unspecified)	9	-27	-1	-0.8	2	-3	10	-54	-2
COC(=O)c1cn(CC(=O)N2C(C)CCCC2C)c2ccccc12 (stereo unspecified)	15	31	0	-0.5	-1	-17	-10	14	-4
CC(C(=O)NCCN1CCOCC1)(c1ccccc1)c1ccccc1	-6	-21	0	0.4	0	-30	6	-18	-3
O=[N+]([O-])c1cccc(/C=N/n2cnnc2)c1	-2	8	1	1.7	0	28	-3	10	2
CCCC(C(=O)NC1CCCC1)N(Cc1ccccc1Cl)C(=O)c1snc(C(N)=O)c1N (stereo unspecified)	0	31	1	-0.1	-2	0	3	20	0
Cc1ccc(S(=O)(=O)N(C)C)cc1NC(=O)COc1cccc(-n2cnnn2)c1	5	11	1	-0.1	0	28	1	5	-3
O=C(c1ccccn1)c1cc2ccccc2n1S(=O)(=O)c1ccccc1	-9	21	-1	4.2	2	-9	9	-5	-7
O=C(c1ccco1)N1CCN(Cc2cc(=O)c(OCc3ccccc3)co2)CC1	9	5	2	-1.2	-1	6	12	5	-4
O=C(COC(=O)C1CCCCC1)Nc1cc([N+](=O)[O-])ccc1F	10	12	0	0.1	5	-19	-9	3	-1
CCOc1cc(OCC)cc(C(=O)Nc2cccc(C(C)=O)c2)c1	9	12	5	-0.1	-1	12	17	8	-4
CCCn1c(-c2cccs2)nc2ccccc21	41*	38	0	-0.3	-1	-1	14	15	-7
CN(C)CCCN1C(=O)C(O)=C(C(=O)c2cccs2)C1c1cccc([N+](=O)[O-])c1 (stereo unspecified)	16	9	x	0.2	-1	15	-7	-28	-2
CCc1ccc2nc(N(CCCN(C)C)C(=O)c3ccc4c(c3)OCCO4)sc2c1	16	11	1	2.2	0	40	23	14	8
COc1ccc(C(=O)CC(=O)c2ccccc2)cc1	7	2	-12	7.7	3	8	14	16	0
Cn1nc(NC(=O)C(C)(C)C)c2c(F)cccc21	10	17	1	1.4	-1	-39	7	14	-1
CC1CC(C)(C)N(C(=O)CN2C(=O)CCC2=O)c2ccccc21 (stereo unspecified)	7	11	-2	1.5	0	-10	15	-4	3
COc1nc(Nc2nc3ccccc3c(=O)[nH]2)nc2ccc(C)cc12	25	21	0	-4.9	7	65*	22	37	-2
CCc1ccc(C(=O)/C=C/Nc2ccc(S(=O)(=O)Nc3cnc4ccccc4n3)cc2)cc1	8	8	-3&-1	3.9	4	-5	3	0	-3
Cc1cc(Cl)c(S(=O)(=O)Nc2ccc(Cl)cn2)cc1OCC(N)=O	-3	2	-1	-1.0	-3	-10	9	-2	3
COc1cc(OC)cc(-c2c(-c3cccs3)c3cc(-c4ccc(SC)cc4)ccc3n2C)c1	-1	6	0	2.7	-3	9	-10	3	6
CC1CN(C(=O)c2ccccc2Sc2ccccc2C#N)CC(C)O1 (stereo unspecified)	24	20	2	-1.1	-1	17	11	5	-2
O=c1[nH]c(/C=C\c2cccs2)nc(O)c1[N+](=O)[O-]	5	-6	-2	-0.3	-3	-19	8	10	-1
Cc1cc(NC(=O)C2CCCCC2C(=O)O)no1 (stereo unspecified)	6	14	2	-0.1	0	5	4	1	6
CC(=O)N1c2ccc(S(=O)(=O)N3CCC(C(=O)Nc4cccc(Cl)c4)CC3)cc2CC1C (stereo unspecified)	1	2	-8	5.8	-4	33	2	2	8
Cc1ccc(C(=O)N/N=C\c2cccc(OC(=O)c3cccc(F)c3)c2)cn1	-7	-1	-1	5.6	9	10	10	12	2
O=C(CN1CCN(c2cccc(Cl)c2)CC1)Nc1nccs1	11	10	1	0.4	-1	22	8	-15	-2
COc1cc(CN2CCNC(=O)C2CC(=O)N(C)Cc2ncc[nH]2)cc(OC)c1 (stereo unspecified)	24	13	-2	-2.0	2	-10	17	0	1
COc1ccc(-c2cc(C(=O)OC(C)C(=O)Nc3c(C)n(C)n(-c4ccccc4)c3=O)c3ccccc3n2)cc1 (stereo unspecified)	15	9	-3	0.7	-2	2	20	20	-1
COc1ccc(-c2cc(C(F)(F)F)nc(S(C)(=O)=O)n2)cc1OC	24	3	-1	106*	-5	95*	-18	-2	12
COc1cc2ccccc2cc1C(=O)N1CCN(c2ccccn2)CC1	7	32	3	0.1	-6	6	52*	4	1
Cc1ccc2c(c1)/C(=N/N1C(=O)c3ccccc3C1=O)C(=O)N2	30	43	2	-1.2	1	2	3	8	-3
CCN(CC)CCNC(=O)c1ccc(NC(=O)c2ccc(F)cc2)cc1	15	-2	1	-0.5	-1	-13	1	-10	-3
COc1ccc(CCn2c(=O)[nH]c3cc(C(=O)N4CCN(c5ccccn5)CC4)ccc3c2=O)cc1OC	-1	-8	0	1.3	7	5	2	-6	1
CC(C)(C)N(Cc1ccccc1)C(=O)COC(=O)C1CCN(c2ccc(C(F)(F)F)cn2)CC1	39	28	7	-1.6	-2	9	8	35	-4
CN(C)c1ccc(C2(O)C(=O)c3ccccc3C2=O)cc1	9	16	0	-1.4	-4	2	10	14	-3
Cc1cc2ncc(C(=O)Nc3ccccc3)c(C)n2n1	8	6	-4	0.5	5	-1	19	-1	-2
COCCCNC(=O)c1c(N)n(/N=C/c2cccs2)c2nc3ccccc3nc12	42*	15	1	4.8	12	35	6	28	-5
COc1cc(/C=C2\SC(N)=NC2=O)cc(OC)c1	9	6	-1	-0.2	1	51*	11	5	-1
COCc1ccc(O)c2ncccc12	-2	-12	-2	43*	37*	60*	18	3	-1
C/C=C/C(=O)OCC(=O)Nc1c(Cl)cccc1Cl	10	2	1	-0.9	-1	8	5	6	-5
COc1ccc(Br)cc1/C=C/C(=O)NC(=S)Nc1ccc(CN2CCOCC2)cc1	33	40	2	1.4	-5	31	17	10	-4
Cc1cccc(NC(=O)CCc2c(C)nn(-c3ccc(N4CCOCC4)nn3)c2C)c1	3	5	-3	2.3	2	12	6	12	6
COc1ccc(-n2c(N)cc(=O)nc2SCC(=O)N2CCN(c3ccccc3)CC2)cc1	13	24	0	0.6	-2	-10	3	10	6
O=C(COC(=O)/C(=C/c1cccs1)c1cccs1)NCc1ccccc1Cl	24	24	-2	0.7	-1	-28	34	-4	-1
Cc1ccc(-n2nc3c(SCCN4CCOCC4)nnc(C)c3c2C)cc1	16	11	5	2.3	3	-12	10	5	1
COc1ccc(C(C(=O)NC2CCCCC2)N(C(=O)c2csnn2)C2CC2)cc1 (stereo unspecified)	-8	15	-1	-2.8	-2	-3	15	4	-5
COc1ccc2[nH]c(=O)c(CN(Cc3ccco3)Cc3nnnn3Cc3ccccc3)cc2c1	-8	9	1	20	-1	12	24	4	1
CC(/C=N/NC(=O)c1cc(-c2ccc3ccccc3c2)n[nH]1)=C\c1ccco1	7	30	16*	-0.2	-1	-29	7	46*	1
CCOC(=O)C1CCN(c2c(Nc3cc(C)cc(C)c3)c(=O)c2=O)CC1	-4	9	-2	0.1	-1	34	6	-8	-2
COc1cc(O)c(C(CCN2CCOCC2)c2ccc(N(C)C)cc2)c(OC)c1 (stereo unspecified)	4	2	-16	2.7	-2	-1	13	-4	-4
O=C(CSc1nnc(-c2ccc(O)cc2)o1)NNC(=O)c1ccncc1	6	5	1	0.5	-1	3	2	-11	-5
COc1ccc(CN(C)C(=O)COC(=O)c2ccc(-c3ccccc3)cc2)c(OC)c1OC	12	29	5	-1.1	-3	5	49	19	-2
CCOc1ccc(NC(=O)[C@H](Cc2ccccc2)NC(=O)C2CCNCC2)cc1	-6	2	-1	3.5	-1	12	3	-4	-3
O=C(CCCSc1nc2ccccc2[nH]1)NCc1ccc(Cl)cc1	13	-16	-1	-0.1	3	-35	14	8	-3
Cc1cc(C)c(C#N)c(SCC(=O)N2CCN(Cc3ccccc3)CC2)n1	8	-11	0	-3.7	-3	6	28	-7	-5
COc1ccc(CN2CCN(C(=O)c3ccc4nc(N5CCOCC5)sc4c3)CC2)c(OC)c1OC	16	22	-1	-1.1	0	17	5	8	-2
COc1ccc(N2CCN(c3ccc(C(N)=O)cc3[N+](=O)[O-])CC2)cc1	14	9	-9	-2.3	-2	-10	1	16	0
COc1ccc(CN(C)Cc2nc(Cc3ccccc3Cl)no2)cc1OC	6	15	-1	-0.5	-3	11	9	10	0
CCc1cc2c3c(c(=O)oc2cc1OC)CCCC3	20	37	0	0.8	1	-27	45	36	4

Rewritten in markdown: part of the list above.
| compound | tim10-1 inh | tim23-1 inh | NR3A LBD binder | CHOP UPR activ | UPR XBP1 act | Mdm2-MdmX inh | NALP3 yeast inh | TIM10 inh | APJ ag |
| --- | --- | --- | --- | --- | --- | --- | --- | --- | --- |
| CCOc1ccc(NC(=O)[C@H](Cc2ccccc2)NC(=O)C2CCNCC2)cc1 | -6 | 2 | -1 | 3.5 | -1 | 12 | 3 | -4 | -3 |
| CCc1cc2c3c(c(=O)oc2cc1OC)CCCC3 | 20 | 37 | 0 | 0.8 | 1 | -27 | 45 | 36 | 4 |
| Cc1cc(C)c(C#N)c(SCC(=O)N2CCN(Cc3ccccc3)CC2)n1 | 8 | -11 | 0 | -3.7 | -3 | 6 | 28 | -7 | -5 |
| O=C(CCCSc1nc2ccccc2[nH]1)NCc1ccc(Cl)cc1 | 13 | -16 | -1 | -0.1 | 3 | -35 | 14 | 8 | -3 |
| CCOC(=O)C1CCN(c2c(Nc3cc(C)cc(C)c3)c(=O)c2=O)CC1 | -4 | 9 | -2 | 0.1 | -1 | 34 | 6 | -8 | -2 |
| COc1cc(O)c(C(CCN2CCOCC2)c2ccc(N(C)C)cc2)c(OC)c1 (stereo unspecified) | 4 | 2 | -16 | 2.7 | -2 | -1 | 13 | -4 | -4 |

Next part
SMILES	tim10-1 inh	tim23-1 inh	NR3A LBD binder	CHOP UPR activ	UPR XBP1 act	Mdm2-MdmX inh	NALP3 yeast inh	TIM10 inh	APJ ag
O=C(CCn1c(=O)oc2ccccc21)NCc1ccc2c(c1)OCO2	-8	4	-4	3.5	-1	-27	5	-10	5
COc1ccc(C(=O)NC(C)c2ccc(-n3ccnc3)cc2)c(OC)c1OC (stereo unspecified)	-10	2	0	-0.9	-1	18	21	9	0
COC(=O)c1ccc(CNC(=O)CSc2nc3ccccc3[nH]2)cc1	-1	4	-2	1.5	0	11	-8	-11	0
COc1cccc(OC)c1-c1nnc(-c2cn(C)c3ccccc23)o1	8	5	3	-0.4	1	4	-3	12	-4
COc1cccc(CN(C)C(=O)C(Cc2ccccc2)NC(=O)c2ccccc2)c1OC (stereo unspecified)	21	26	1	0.6	-4	27	28	11	11
Cn1nc(-c2ccccc2)nc1-c1ccccc1	6	4	-3	2.3	1	-29	18	-1	-4
CN(CCCNC(=O)c1cc2c(Cl)nc3ccccc3c2s1)Cc1ccccc1	53*	11	-1	-1.9	3	23	29	43*	-3
O=C(c1cc(COc2cccc(C(F)(F)F)c2)on1)N1C[C@H]2CC[C@H]1C2	30	19	0	6.4	-3	-21	15	12	-3
